Bioassay records deposited in PubChem BioAssay by several laboratories.
CHOP inhibitor: inhibitors of CHOP promoter induction, primary screen, cell-based, unfolded protein response, luciferase reporter. CHO-K1 CHOP-promoter luciferase, tunicamycin-induced, 15-18 h. 220,000 tested, 3.8% active. inhibition, % at 10 µM;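 active = compounds that reduced the stress-induced luciferase reporter signal by more than about 70% of percent inhibition, limit read from the data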;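 also: 0% = tunicamycin plus vehicle and 100% = wells without tunicamycin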
p47phox inh: p47phox/p22phox peptide binding inhibitors, primary screen, biochemical, uHTS, NADPH oxidase regulatory subunit | Neutrophil cytosol factor 1 (Homo sapiens), P14598 | fluorescence polarization, 2 h | inhibition, % at 24.7 µM | 220,000 tested, 0.53% active | AID 1274, 2008;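 active = inhibition above about 30%, limit read from the data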;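 also: 0% = p47phox with labelled peptide and 100% = labelled peptide alone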
NPY-Y1 antag: NPY-Y1 receptor antagonists, primary screen, cell-based; HEK293-CNG Y1 cells, membrane potential fluorescence; NPY at EC95, then isoproterenol; 200,000 tested, 1% active; inhibition, % at 3.6 µM; Neuropeptide Y receptor type 1 (Homo sapiens), P25929; AID 1040, 2008;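 active = inhibition above the campaign mean inhibition of all tested compounds plus 3 SD, cut at about 20% in these data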;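 also: 0% = DMSO wells given NPY plus isoproterenol and 100% = isoproterenol alone without NPY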
Target sequence (P25929 whole entry, looked up): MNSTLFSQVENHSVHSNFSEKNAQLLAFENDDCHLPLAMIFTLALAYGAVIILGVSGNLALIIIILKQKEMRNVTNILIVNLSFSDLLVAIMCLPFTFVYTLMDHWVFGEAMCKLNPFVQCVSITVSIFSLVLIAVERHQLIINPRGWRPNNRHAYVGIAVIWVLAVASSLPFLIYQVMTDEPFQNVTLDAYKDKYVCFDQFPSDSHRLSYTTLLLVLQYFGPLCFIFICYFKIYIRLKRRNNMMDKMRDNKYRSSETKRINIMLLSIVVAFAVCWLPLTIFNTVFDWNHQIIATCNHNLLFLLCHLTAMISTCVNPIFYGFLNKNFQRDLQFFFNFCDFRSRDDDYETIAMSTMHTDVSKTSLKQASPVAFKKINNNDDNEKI
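Material: Y1- and CNG-channel-expressing HEK293 cells / Probe or stimulus: NPY 25 nM then isoproterenol 1 µM plus Ro 20-1724 25 µM / Doses: 3.6 µM single dose, DMSO 0.4% / Schedule: compound incubation 1 h at room temperature, readout 45 min post-stimulation / Signal: membrane potential fluorescence / Benchmarks: isoproterenol-only wells as full block versus NPY-plus-isoproterenol wells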
BaF3 parental: parental Ba/F3 cell viability inhibition, counter-screen for JAK2V617F inhibitor project, murine pro-B, CellTiter-Glo luminescence | CellTiter-Glo ATP luminescence | inhibition, % at 5.6 µM | 220,000 tested, 1.1% active | AID 1486, 2009;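 active = inhibition above a per-campaign cutoff, the mean inhibition of all tested compounds plus 3 SD, cut at about 27% in these data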;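 also: 0% = DMSO wells and 100% = JAK Inhibitor I control wells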
NPY2 pot ag: NPY-Y2 potentiators or agonists, primary screen, cell-based | 220,000 tested, 0.45% active | cells expressing NPY-Y2, potentiator/agonist read-out | activation, % at 3.6 µM | Neuropeptide Y receptor type 2 (Homo sapiens), P49146 | AID 1359, 2008; in the data active = activation above about 27%;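 also: cells stimulated with NPY near EC25 plus isoproterenol at EC100; 0% = vehicle plus submaximal agonist and 100% = vehicle plus saturating agonist; some results beyond the cut were filed as inactive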
S1P4 antag: S1P4 receptor antagonists, primary screen, cell-based; Sphingosine 1-phosphate receptor 4 (Homo sapiens), O95977; S1P4-expressing cells, antagonist mode, reporter read-out; inhibition, % at 4.98 µM; 220,000 tested, 0.26% active; AID 1510, 2009; in the data active = inhibition above about 29%;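 also: 0% = wells stimulated with agonist and 100% = vehicle wells without agonist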
Target sequence (O95977 whole entry, looked up): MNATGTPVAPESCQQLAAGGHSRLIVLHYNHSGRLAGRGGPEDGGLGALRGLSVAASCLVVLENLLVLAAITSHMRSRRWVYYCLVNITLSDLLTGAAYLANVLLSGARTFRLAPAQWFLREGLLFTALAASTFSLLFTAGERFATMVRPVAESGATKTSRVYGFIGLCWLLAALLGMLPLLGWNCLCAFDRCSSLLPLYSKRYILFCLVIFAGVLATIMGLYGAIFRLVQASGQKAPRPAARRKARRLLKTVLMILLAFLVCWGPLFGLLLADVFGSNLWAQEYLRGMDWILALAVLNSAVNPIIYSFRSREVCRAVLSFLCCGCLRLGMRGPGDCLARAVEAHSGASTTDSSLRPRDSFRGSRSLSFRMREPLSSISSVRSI
S1P4 agonist: S1P4 receptor agonists, primary screen, cell-based; activation, % at 4.98 µM; 220,000 tested, 0.35% active; S1P4-expressing cell line, agonist reporter assay; Sphingosine 1-phosphate receptor 4 (Homo sapiens), O95977; in the data active = activation above about 11%;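 also: 0% = DMSO vehicle and 100% = reference agonist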
Ba/F3 V617F tox: reduced viability of JAK2V617F-dependent Ba/F3 cells, primary screen, JAK2V617F inhibitor project, cell-based, Ba/F3 EpoR-JAK2V617F, luminescence; ATP luminescence; inhibition, % at 5.6 µM; 220,000 tested, 1.1% active; AID 1446, 2008;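 active = inhibition above the campaign mean plus 3 SD over all tested compounds, cut at about 24% in these data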;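 also: cytokine-independent growth of Ba/F3 cells driven by EpoR plus mutant JAK2; 0% = DMSO-treated cells and 100% = JAK inhibitor I control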
NPY-Y1 PAM-ag: NPY-Y1 receptor potentiators or agonists, primary screen, cell-based; Neuropeptide Y receptor type 1 (Homo sapiens), P25929; activation, % at 3.6 µM; 220,000 tested, 0.37% active; NPY-Y1 expressing cells, potentiator/agonist activation; in the data active = activation above about 33%, passing the limit was not always enough;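 also: cells stimulated with NPY at EC10 then isoproterenol at EC100; 0% = low agonist plus stimulus and 100% = saturating agonist plus stimulus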
Starred values were filed as active, the others as inactive; / = not tested or not shown.

no.	smiles	CHOP inhibitor	p47phox inh	NPY-Y1 antag	BaF3 parental	NPY2 pot ag	S1P4 antag	S1P4 agonist	Ba/F3 V617F tox	NPY-Y1 PAM-ag
1	O=S(=O)(Nc1nc2ccccc2nc1-[n+]1cccc(N=C([O-])c2ccc(Cl)cc2)c1)c1ccccc1	15	-44	/	1	17	3	-0.3	-3	25
2	O=C(c1cccc(Cl)c1)N1CCN(C2CCCCCC2)CC1	29	-4	-2	4	-7	1	0.4	1	-6
3	O=P(OCC1CC1)(c1ccccc1)c1ccccc1	6	-17	1	4	1	4	-0.2	-2	3
4	COc1ccccc1C(=O)NNC(=O)CCCN1C(=O)/C(=C/c2cccs2)SC1=S	5	-100	-5	9	1	-8	-0.5	0	-8
5	O=C(NC1=NCCS1)C1Cc2ccccc2CN1C(=O)c1ccccc1 (stereo not given)	10	-15	-2	2	2	20	-1.4	3	7
6	C#CCOCCOCCOCCNc1nc(N2CCN(C(=O)[C@H](CCC(=O)O)n3cc(C(N)Cc4ccc(O)cc4)nn3)CC2)nc(N2CCN(C(=O)[C@H](CCC(=O)O)n3cc(C(N)Cc4ccc(O)cc4)nn3)CC2)n1 (stereo not given in full)	-6	-1	2	-5	-12	-5	0.4	1	4
7	COCc1nnc(NC(=O)c2cc(OC)c(OC)cc2[N+](=O)[O-])s1	14	1	2	1	-7	-11	0.8	2	-26
8	O=C(COc1ccc(/C=N/NC(=O)CSCc2ccc([N+](=O)[O-])cc2)cc1)NCc1ccco1	13	-6	-1	2	7	-14	8.4	-3	-9
9	NC(=O)C1CCN(Cc2nc(-c3ccccc3)no2)CC1	-12	-11	2	1	-2	-17	0.4	-1	4
10	O=C(O)c1ccccc1CSc1ccccn1	-10	5	3	0	1	-13	1.2	-2	4
11	CCN1C(=O)N/C(=C/c2ccc(C)o2)C1=O	11	1	0	-1	-16	4	1.4	-1	17
12	CSCc1cc(N(C)C)nc(SCc2ccc(Cl)cc2Cl)n1	30	-21	9	3	12	-3	0.8	1	-6
13	Clc1ccc(Sc2cnc3ccccc3n2)cc1	76*	7	4	5	4	2	-1.1	-3	12
14	CC(=O)c1c(C)[nH]c(C(=O)N2CCN(C(=O)c3ccco3)CC2)c1C	-5	-4	7	4	-8	1	-1.2	-1	2
15	COC(=O)c1ccccc1NC(=O)c1cccc(NC(=O)CSCc2ccccc2)c1C	42	-6	11	0	-12	1	-2.0	0	-9
16	CCOc1cc(NC(=S)NCCOC)c(OCC)cc1NC(=O)c1ccco1	-11	2	10	3	-12	-14	1.1	2	4
17	CCOC(=O)NN1C(=O)c2ccccc2NC1c1cccc(O)c1 (stereo not given)	33	-12	-1	4	3	-3	0.8	-2	1
18	O=C(CN1C(=O)NC(Cc2ccccc2)(Cc2ccccc2)C1=O)NCC1CCCCC1	37	-12	68*	0	-23	-11	-1.6	-3	-62
19	Cc1cccc(NC(=O)c2c(C)nn(-c3ccccc3)c2Cl)c1	-1	-10	7	5	2	-11	0.1	-3	2
20	COc1ccc(CCNc2c([N+](=O)[O-])ncn2C)cc1OC	-7	3	/	1	-32	5	0.2	1	11
21	O=[N+]([O-])c1ccc(Cl)c(/C=N/n2c(-c3cccnc3)n[nH]c2=S)c1	7	-7	1	2	2	-3	-0.9	-4	6
22	CCOC(=O)c1ccccc1NC(=O)COC	32	-4	6	3	-6	2	1.3	-2	-2
23	O=C1CC(c2ccccc2)NC(=O)N1 (stereo not given)	23	-5	-1	4	4	-21	-0.4	-2	8
24	Cc1c(-c2ccccc2)n[nH]c1C(=O)NN	8	-1	0	3	-2	4	-0.7	2	-25
25	COc1ccc(CCNC(=O)CSc2nnnn2-c2ccccc2)cc1	33	1	19	-2	-19	-6	1.8	-4	-37
26	CCCCCCN(C(=O)CCl)c1ccccc1	-21	-9	/	0	-20	21	-1.2	49*	14
27	O=C(CSc1nnc(Nc2ccccc2F)s1)c1cc2ccccc2o1	61	-94	5	7	-10	-14	0.5	2	3
28	CC(=O)c1ccc2c3c(cccc13)C(=O)N(CCc1ccccc1)C2=O	-13	-4	2	7	-3	7	-2.2	2	-12
29	COc1ccc(N(CC(=O)Nc2cc(C)on2)S(=O)(=O)c2cc(C)ccc2C)cc1	16	-15	0	1	17	-5	-0.8	-1	28
30	COc1ccccc1C(=O)NCC(=O)OCc1csc(-c2ccccc2)n1	-5	-13	4	5	-6	-4	1.2	-2	-24
31	CC(NCC(O)COC1CCC(C(C)(C)C)CC1)c1ccccc1 (stereo not given)	90*	5	18	6	-23	27	-1.1	4	-31
32	Cc1cc(C(=O)C(=O)N(C)C)c(C)n1-c1ccc(Cl)c(Cl)c1	34	-8	4	5	-5	-17	5.8	5	-4
33	CCCCOc1ccc2ccccc2c1C=O	20	0	-6	1	-9	6	-2.2	4	-8
34	CC(=O)Nc1ccc(-c2csc(Nc3ccc(Cl)cn3)n2)cc1	-9	-2	-13	1	25	5	0.0	4	30
35	CC(C)SCc1cc(N2CCCC2)nc(-c2ccccc2)n1	46	-19	11	5	-7	1	-0.5	-2	-8
36	O=C(NCc1ccco1)c1ccc(NC(=O)C2COc3ccccc3O2)cc1 (stereo not given)	29	-14	0	-1	11	-17	-1.1	-1	6
37	N=C(N)Cc1ccccc1Sc1ccccc1	-11	-5	0	3	-6	-1	0.2	0	-3
38	COc1ccccc1C(=O)NC(C)C(c1cccs1)N1CCOCC1 (stereo not given)	-11	5	-2	-2	4	-20	1.0	-2	1
39	Cc1ccc(CN2CCS(=O)(=O)CC2)o1	18	-4	4	7	-8	-18	0.5	2	-7
40	COc1cc(C(=O)Nc2cccc(-c3nncn3C)c2)cc(OC)c1OC	-1	-3	-3	-4	6	-1	-0.9	-1	14
41	COCCCn1c2nc3ccccc3nc2c2c(=O)n(-c3ccccc3OC)cnc21	4	-14	2	2	11	-5	0.2	2	0
42	CC1CCCCC1NC(=O)c1ccc(S(=O)(=O)NNC(=O)c2ccncc2)cc1 (stereo not given)	17	-3	/	0	-11	-11	0.5	-5	14
43	c1ccc(-c2noc(-c3ccc4c(c3)OCO4)n2)nc1	/	-11	0	28*	-5	-5	-0.6	26*	-2
44	CCn1c(C)csc1=NC(=O)c1ccccc1	27	-17	2	-2	0	7	0.8	-3	-6
45	Cc1ccc(-n2c(SCC(=O)NCc3ccco3)nc3nc4c(cc3c2=O)COC(C)(C)C4)cc1	-22	-9	1	11	10	-8	2.4	0	4
46	Cc1cccc(C(=O)NC2=NCCS2)c1	19	-5	6	9	0	-10	2.3	-2	5
47	CN(C)CCn1c(NC(=O)c2ccc(Cl)cc2)nc2ccccc21	-4	-8	2	2	-15	-8	-1.4	1	-13
48	Cc1cc(C)nc(SCCC(=O)N(C)C)n1	14	-11	0	1	14	8	0.3	-7	15
49	CSc1nnc([C@H](Cc2c[nH]c3ccccc23)NC(=O)OC(C)(C)C)o1	-1	3	/	-7	2	8	0.9	3	12
50	O=C(COC(=O)CCSc1ccccc1)NCc1ccccc1Cl	4	-10	1	9	-12	-1	1.9	3	-21
51	COc1ccc(CCNCC(=O)Nc2ccc(C)c(S(=O)(=O)N(C)C)c2)cc1OC	8	-22	/	-3	-12	-7	-0.1	2	7
52	O=C(CN1CCOCC1)NCCC12CC3CC(CC(C3)C1)C2	11	-7	2	5	-7	-5	-2.8	2	1
53	COc1ccc(/C=C/CN2CCN(Cc3ccc(C)cc3)C(CCO)C2)cc1 (stereo not given)	29	7	4	9	-21	-7	0.5	2	-11
54	CC(C)CC(COCc1cccc(Cl)c1)N1CCN(C(=O)c2ccc(C(F)(F)F)cc2)CCC1=O (stereo not given)	77*	-3	27*	8	-3	10	2.7	4	-9
55	Cc1ccc(C(=O)C(OC(=O)CNC(=O)c2ccc(Cl)cc2)c2ccccc2)cc1 (stereo not given)	25	-9	-7	-1	20	-11	-0.7	0	11
56	CCC(=O)N1c2ccccc2-c2nnc(SC)nc2OC1c1ccc(N(C)C)cc1 (stereo not given)	-27	3	-1	3	12	-9	220*	-3	-6
57	O=C(O)c1cccc(CSc2nnc(-c3ccco3)o2)c1	7	1	1	4	-1	-14	-0.2	1	5
58	Cc1c2ccccc2nc2c(F)c(NCCO)c(F)c(F)c12	-35	19	0	7	-18	-11	-2.6	0	-21
59	O=C(COc1ccccc1[N+](=O)[O-])N/N=C/c1cccs1	17	-10	0	9	5	-16	1.3	0	-22
60	Cc1ccc(C(=O)NCCNc2ccc(Cl)cc2[N+](=O)[O-])o1	27	-3	-2	5	8	-2	0.3	0	24

Following part
no.	smiles	CHOP inhibitor	p47phox inh	NPY-Y1 antag	BaF3 parental	NPY2 pot ag	S1P4 antag	S1P4 agonist	Ba/F3 V617F tox	NPY-Y1 PAM-ag
61	Nn1c(SC/C=C/c2ccccc2)nnc1-c1ccccn1	13	-30	-1	2	-12	-15	0.7	1	10
62	CC(C)n1cc(NC(=O)c2cc(-c3ccccc3)on2)cn1	34	-20	24*	28*	-27	-1	1.0	41*	-33
63	Cc1c(/C=N/O)c2ccccn2c1C=O	16	-1	-4	-2	-8	-3	-2.7	-2	-4
64	Cc1ccc(SCc2cc(=O)[nH]c(Nc3nc(C)c4cccc(C)c4n3)n2)cc1	34	-13	0	4	-7	-8	0.6	4	-6
65	COc1cc(/C=N/Nc2nc3ccccc3[nH]c2=O)ccc1O	28	-17	-1	0	-3	3	0.3	-2	-14
66	O=S(=O)(c1ccccc1)N1CCN=C1SCc1ccccc1	26	3	-5	7	9	3	2.0	-1	16
67	Cc1cc(Cl)ccc1OCc1cn2cccnc2n1	-36	0	1	3	9	2	-1.4	0	13
68	CCN1C(=O)/C(=C2/C(=O)N3c4c(cc(OC(C)=O)cc42)C(C)=CC3(C)C)SC1=S	13	21	3	2	3	-12	-1.4	-5	6
69	Nc1nonc1-n1nnc(C(=O)N/N=C/c2cccc(Cl)c2)c1CSc1ccc(Cl)cc1	-10	-10	-3	3	-6	15	-0.9	5	-3
70	O=C(Nc1ncn[nH]1)c1ccccc1Br	-48	-9	-4	-3	18	-11	1.0	-5	-10
71	CN(CC(=O)Nc1ccc(Cl)cc1)C(=O)c1cccc(S(=O)(=O)N(C)C)c1	19	-13	3	6	5	-11	0.9	2	4
72	COc1ccc(C(=O)Nc2cnc3ccccn3c2=O)cc1	-30	7	2	2	-8	12	-0.1	2	12
73	CC/C(=N\NC(=O)OC)c1ccc(OC(F)F)cc1	12	8	-1	5	-7	-11	-0.3	1	-7

Three compounds already listed, sorted by the value under p47phox inh, largest number first.
No. | structure | CHOP inhibitor | p47phox inh | NPY-Y1 antag | NPY2 pot ag | S1P4 antag | S1P4 agonist | NPY-Y1 PAM-ag
13 | Clc1ccc(Sc2cnc3ccccc3n2)cc1 | 76* | 7 | 4 | 4 | 2 | -1.1 | 12
33 | CCCCOc1ccc2ccccc2c1C=O | 20 | 0 | -6 | -9 | 6 | -2.2 | -8
19 | Cc1cccc(NC(=O)c2c(C)nn(-c3ccccc3)c2Cl)c1 | -1 | -10 | 7 | 2 | -11 | 0.1 | 2
